miR-122 sensor: miR-122 Renilla sensor signal increase in Huh7, primary screen, miR-122 inhibitor project, cell-based, single point, plate reader | hit rate 0.3% among 340,000 | Huh7 miR-122 Renilla luciferase sensor, 48 h; neutral wells = 0, positive control = 100 | activation (reporter increase), % at 12.5 µM;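 active = mean replicate activation score at least 90 and every replicate individually at or above 90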;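 also: higher luciferase means less miR-122 activity so hits act as miR-122 inhibitors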
* = called active by the depositor.

SMILES | miR-122 sensor
CC(=O)NCCCc1c[nH]c2ccc(Cl)cc12 | 1
COC(=O)Cc1c(C)nc2nc(-c3ccccc3)[nH]n2c1=O | -3
CCn1c(CNc2ccc(OC)cc2)nnc1SCC(=O)N1CCCc2ccccc21 | 5
Cc1ccc(OCC(=O)Nc2ccc([N+](=O)[O-])cn2)cc1C | -7
Cc1ccccc1N(C(=O)Cn1nnc(-c2cccs2)n1)C(C(=O)NCCC(C)C)c1ccco1 (configuration not stated) | 11
O=C(Nc1ccccc1)OCN1C(=O)c2ccccc2C1=O | -7
Cc1nnc(SCC(=O)N/N=C/c2cc(Cl)c(O)c(Cl)c2)s1 | -9
O=C(Cc1c(F)cccc1Cl)c1ccc(O)cc1O | 4
CCOC(=O)N=S(=O)(Oc1ccc([N+](=O)[O-])cc1)c1ccc(Cl)cc1 (configuration not stated) | -5
COc1ccc(NC(=O)c2c(Cl)n(C)c3ccccc23)cc1 | 20
COc1ccc(CN(Cc2nc3ccccc3c(=O)[nH]2)C(=O)C(C)(C)C)cc1 | -16
CCOC(=O)N1CCN(C2=NC3(CCCCC3)C(C#N)C(=O)N2)CC1 (configuration not stated) | 2
CN1CCN(CC(=O)N2c3ccccc3C(C)(c3ccccc3)CC2(C)C)CC1 (configuration not stated) | 11
CCOC(=O)C1CCCN(Cc2nc(N)nc(Nc3ccc(OC)cc3)n2)C1 (configuration not stated) | -1
CCOC(=O)Cn1c(=O)oc2cc(S(=O)(=O)N(CCN(C)C)Cc3ccccc3)ccc21 | -2
COc1ccc(C(=O)NCc2cccnc2)cc1Br | -11
Cn1c(NC(=O)C[n+]2cc(-c3ccc(F)cc3)n3c2CCC3)cc(=O)n(C)c1=O | 2
COc1ccc(CCNc2oc(COc3ccccc3F)nc2C#N)cc1 | 10
CSc1ccc(NC(=O)N2CC=C(n3c(=O)[nH]c4ccccc43)CC2)cc1 | 5
CC(=O)NC1(c2nnnn2CCOC(=O)Nc2ccc(Cl)cc2)CCCCC1 | 6
COc1ccc(C(CC(=O)c2ccccc2)C2CCCCC2=O)cc1 (configuration not stated) | 1
CCOc1cc(C#N)c(NC(=O)c2cccnc2Cl)cc1OCC | -4
O=C1c2oc3ccccc3c(=O)c2C(c2ccccn2)N1Cc1ccccc1 (configuration not stated) | -2
CS(=O)(=O)N1CCc2cc(-c3csc(NC(=O)Cc4cccs4)n3)ccc21 | -2
CCC(NC(=O)NC1=NCCS1)(C(F)(F)F)C(F)(F)F | 1
CCNC(=O)c1sc(=S)n(-c2ccc(C)cc2)c1N | 13
CC(C)Oc1ccc(/C(O)=C2/C(=O)C(=O)N(CCN(C)C)C2c2cccs2)cc1 (configuration not stated) | 1
Cc1nc2ncnn2c(C)c1CCC(=O)NC(C)CCc1ccco1 (configuration not stated) | 8
O=C(Nc1ccc2ccccc2c1)c1cn(-c2ccccc2)nc1-c1cccs1 | 23
COC(=O)Nc1ccc(S(=O)(=O)N2CCCC(C(=O)Nc3cccnc3)C2)cc1 (configuration not stated) | -10

Ordered by formula weight (descending): some entries from above.
SMILES | miR-122 sensor
CCOC(=O)Cn1c(=O)oc2cc(S(=O)(=O)N(CCN(C)C)Cc3ccccc3)ccc21 | -2
CS(=O)(=O)N1CCc2cc(-c3csc(NC(=O)Cc4cccs4)n3)ccc21 | -2
COC(=O)Nc1ccc(S(=O)(=O)N2CCCC(C(=O)Nc3cccnc3)C2)cc1 (configuration not stated) | -10
CC(C)Oc1ccc(/C(O)=C2/C(=O)C(=O)N(CCN(C)C)C2c2cccs2)cc1 (configuration not stated) | 1
CC(=O)NC1(c2nnnn2CCOC(=O)Nc2ccc(Cl)cc2)CCCCC1 | 6
Cn1c(NC(=O)C[n+]2cc(-c3ccc(F)cc3)n3c2CCC3)cc(=O)n(C)c1=O | 2
CN1CCN(CC(=O)N2c3ccccc3C(C)(c3ccccc3)CC2(C)C)CC1 (configuration not stated) | 11
CCOC(=O)C1CCCN(Cc2nc(N)nc(Nc3ccc(OC)cc3)n2)C1 (configuration not stated) | -1
CCOC(=O)N=S(=O)(Oc1ccc([N+](=O)[O-])cc1)c1ccc(Cl)cc1 (configuration not stated) | -5
CSc1ccc(NC(=O)N2CC=C(n3c(=O)[nH]c4ccccc43)CC2)cc1 | 5
Cc1nnc(SCC(=O)N/N=C/c2cc(Cl)c(O)c(Cl)c2)s1 | -9
O=C1c2oc3ccccc3c(=O)c2C(c2ccccn2)N1Cc1ccccc1 (configuration not stated) | -2
COc1ccc(CCNc2oc(COc3ccccc3F)nc2C#N)cc1 | 10
CCOC(=O)N1CCN(C2=NC3(CCCCC3)C(C#N)C(=O)N2)CC1 (configuration not stated) | 2
CCOc1cc(C#N)c(NC(=O)c2cccnc2Cl)cc1OCC | -4
Cc1nc2ncnn2c(C)c1CCC(=O)NC(C)CCc1ccco1 (configuration not stated) | 8
COc1ccc(C(CC(=O)c2ccccc2)C2CCCCC2=O)cc1 (configuration not stated) | 1
CCC(NC(=O)NC1=NCCS1)(C(F)(F)F)C(F)(F)F | 1
COc1ccc(NC(=O)c2c(Cl)n(C)c3ccccc23)cc1 | 20
CCNC(=O)c1sc(=S)n(-c2ccc(C)cc2)c1N | 13
O=C(Cc1c(F)cccc1Cl)c1ccc(O)cc1O | 4

Remaining list, next part.
SMILES | miR-122 sensor
CCc1ccccc1NC(=O)CN(C)C(=O)CSc1nnc(Nc2cccc(C)c2C)s1 | -5
CCCCCN(C(=O)NC(=O)Nc1ccccc1OC)S(C)(=O)=O | 7
COc1ccc(C2CC(c3ccccc3)n3nc(NC(=O)c4cccs4)nc3N2)cc1 (configuration not stated) | 10
CCOC(=O)c1[nH]cnc1C(=O)NC(C)C | -2
COc1ccc(OC)c(C2C3=C(COC3=O)Nc3cc4c(cc32)OCO4)c1 (configuration not stated) | 140*
COCCN(C(=O)Nc1ccccc1)c1ccccc1C | -7
COc1ccc(CNCC(O)(c2ccc(Cl)cc2)c2ccc(Cl)cc2)cc1 | -1
COc1ccc2c(c1)c1c(n2C(C)=O)C(OC(C)=O)=NCC1 | -3
Brc1ccccc1C1=Nn2c(nnc2-c2ccccc2)SC1 | 1
Cc1cccc(NC(=S)NCc2ccccn2)c1 | 11
Cc1ccc(NC(=O)c2ccc(F)c(S(=O)(=O)N3CCOCC3)c2)cc1F | 9
O=C(CSC(=S)N1CCCCC1)N1N=CCC1c1ccccc1 (configuration not stated) | 5
Cn1c(=O)[nH]c(=O)c2c1nc(Br)n2CC(O)COCc1ccccc1 (configuration not stated) | 5
CCOC(=O)C(NC(=O)CC)(Nc1ccccc1)C(F)(F)F (configuration not stated) | 4
CCCCNC(=O)Cn1c(-c2ccc(OC)cc2)noc1=O | -3
COc1ccc(NC2=Nc3cccc4cccc2c34)cc1OC | -1
CCn1c2ccccc2c2nnc(SCC(=O)NCc3cccs3)nc21 | -1
O=C(NCCCn1ccnc1)Nc1ccc(Cl)c(Cl)c1 | 7
COc1cc(OC)c(CN2CCN(c3ccc(F)cc3)CC2)cc1Br | 40
Cc1cc(OC(=O)c2c(Cl)cc(Cl)cc2Cl)nc(C)n1 | 0
Cc1nc(-c2coc3c(CN(C)C)c(O)ccc3c2=O)cs1 | -8
Cc1cc(NC(=O)CCC2CCCCC2)no1 | 0
CCOc1ccc(NC(=O)c2ccc(Br)o2)c([N+](=O)[O-])c1 | 0
CC(=O)c1cccc(S(=O)(=O)NC2CC2)c1 | -4
Cn1c(SCC(=O)NCc2ccc3c(c2)OCO3)nnc1-c1cc2ccccc2cc1O | 18
O=Cc1cn(-c2ccccc2)nc1-c1cc2cc(O)ccc2oc1=O | -3
CCC(C)[C@H](NC(=O)NCc1ccc(Cl)cc1)C(=O)OC (some centres not stated) | 1
C=CCNC(=O)CN1C2CCCC1CC(NC(=O)c1ccccc1C)C2 (configuration not stated) | -5
COc1ccc(C(=O)N2CCc3cc(OC)c(OC)cc3C2)cc1OC | -3
Cc1ccccc1CNC1CCCCC1 | 0
Cn1c(SCC(=O)NCc2ccco2)nnc1-c1cccs1 | -2
CCSc1cc(N2CCCC2)nc(-c2ccccc2)n1 | -6
CC(C)c1nnc(SCC(=O)Nc2ccc3c(c2)OCO3)n1C | -3
O=C(Nc1ccc(Cl)cc1)N1CCC(c2nc(-c3cccs3)no2)CC1 | 2
COC(=O)CSc1nnc(CNc2ccc(Cl)cc2)n1-c1ccccc1 | 1
CN(C)CCOC(=O)C1(c2ccccc2)CCOCC1 | -4
CCCN1C(=O)C(O)(CC(=O)c2cccc(OC)c2)c2ccccc21 (configuration not stated) | 1
CCCOn1c(-n2nc(C)cc2C)nc2ccccc2c1=O | -6
O=C(CSc1nnc(-c2cccnc2)n1-c1ccccc1)NCc1ccc2c(c1)OCO2 | -4
C/C(=N\OC(=O)c1ccc(Cl)cc1)c1sc(-c2ccccc2)nc1C | -2
O=C1CN(C(=O)CCN2CCOCC2)C(c2ccccc2)c2cc(Br)ccc2N1 (configuration not stated) | 2
NC1=NC(c2cn(-c3ccccc3)nc2-c2cccs2)n2c(nc3ccccc32)N1 (configuration not stated) | 0
CCn1c(=O)n(CC)c2cc(S(=O)(=O)N3CCCCC3)c(C)cc21 | -3
CCCCOc1ccc(CNC(=O)NS(=O)(=O)c2ccc(OCC)cc2)cc1 | -14
Cc1nc2nc(SCC(=O)c3ccc([N+](=O)[O-])cc3)[nH]c2cc1Br | -3
Cc1cc(C)c2nc(C(F)(F)F)nc(N3CC(C)OC(C)C3)c2c1 (configuration not stated) | -1
COc1cccc(C2C(C(=O)c3cccs3)=C(O)C(=O)N2CCN(C)C)c1OC (configuration not stated) | -2
CN1CCN(c2nc3c(c(=O)n(C)c(=O)n3C)n2CC(N)=O)CC1 | -1
CSc1nc(SC)c2c3c(oc2n1)COC(C)(C)C3 | -5
CCn1c(SCc2ccc(C(=O)Nc3cc(C)cc(C)c3)cc2)nnc1-c1ccncc1 | -3
New compounds follow:
SMILES | miR-122 sensor
COCCn1c(N)c(C(=O)Nc2sc3c(c2C(=O)OC)CCCC3)c2nc3ccccc3nc21 | 5
COc1ccc(S(=O)(=O)N2CCC(O)(c3ccc(Cl)cc3)CC2)cc1 | -2
CCC1(CC)C(=O)N(C)C(=O)NC1=Nc1ccccc1 | -16
CCOC(=O)c1cnn(-c2ccccc2)c1NC(=O)c1ccc(C)cc1 | 4
Cc1cccc(-n2c(O)c(C=Nc3ccccc3N)c(=O)[nH]c2=O)c1 | 6
COc1ccc(NC(=O)c2sc(NC(=O)COc3ccccc3)nc2C)cc1 | 1
O=C(CN(CC1CCCO1)C(=O)CCC(=O)Nc1ccccn1)NCc1ccccc1 (configuration not stated) | 2
COc1ccc(CC(=O)Nc2c3c(nn2-c2cccc(Cl)c2)CS(=O)C3)cc1 (configuration not stated) | 4
Cc1ccc(CSCCNS(C)(=O)=O)cc1 | -12
COc1cccc(CCC(=O)O)c1OC | -11

An excerpt of these results, as a markdown table.
| SMILES | miR-122 sensor |
| --- | --- |
| CC(C)Oc1ccc(/C(O)=C2/C(=O)C(=O)N(CCN(C)C)C2c2cccs2)cc1 (configuration not stated) | 1 |
| CCc1ccccc1NC(=O)CN(C)C(=O)CSc1nnc(Nc2cccc(C)c2C)s1 | -5 |

(cont.)
SMILES | miR-122 sensor
O=C(O)C1CCCN1C(=O)Oc1ccccc1 (configuration not stated) | 0
CC(C)OCC(O)CS(=O)Cc1ccccc1 (configuration not stated) | -1
COc1ccc(/C=C/c2c([N+](=O)[O-])c(=O)n(C)c(=O)n2C)cc1OC | -2
O=C(C/C=N/OCc1c(Cl)cccc1Cl)c1ccc(Cl)cc1 | 0
CN(C)CCNC(=O)C1CCCNC1=O (configuration not stated) | -2
COc1ccccc1-n1c(CNC(=O)c2ccco2)nnc1SCC(=O)Nc1ccc(F)cc1 | -1
CC1CCc2c(sc3nc4n(c(=O)c23)CCS4)C1 (configuration not stated) | -10
COc1cc(/C=C/C(=O)OCC(=O)NC2CCS(=O)(=O)C2)ccc1O (configuration not stated) | -7
COC(=O)CCn1nnc(-c2ccc(C)cc2)n1 | 2
COc1ccc(-c2[nH]nc3c2C(c2ccoc2)C(C#N)=C(N)O3)cc1 (configuration not stated) | 0
CCCN1CCC(=NNc2ccc(S(=O)(=O)N3CCOCC3)cc2[N+](=O)[O-])CC1 | 31
COc1ccc(CCN2C(=O)C3C4CC(C5C(C(=O)O)=NOC45)C3C2=O)cc1OC (configuration not stated) | -2
CCCCC(=O)OCCNC(=O)c1cc2ccccc2oc1=O | -1
CN(C)/C=C(/C(=O)c1ccc(Cl)cc1)S(=O)(=O)c1ccc(Cl)cc1 | 8
Cc1ccccc1Oc1ncnc2oc(-c3ccccc3)cc12 | 0
CC(C)CC(/C(O)=C(\C#N)c1nc2ccccc2[nH]1)N1C(=O)c2ccccc2C1=O (configuration not stated) | 20
Cc1ccc(C(=O)N2CCN(c3ccc(Cl)cc3)CC2)cc1 | -7
COc1cccc(-n2cc3c(c2-c2ccccc2)c(=O)n(C)c(=O)n3C)c1 | 13
O=C(CSc1nnc(CNc2ccccc2)o1)c1ccc2c(c1)OCCO2 | 2
CCC(NC(=O)c1ccccc1NC(=O)c1ccc(C)cc1)C(=O)O (configuration not stated) | 5
CC(C)CCN1CC(C(=O)N2CCN(c3ccc(F)cc3)CC2)CC1=O (configuration not stated) | -6
CC(C)(C)C1CCC(=NNc2ncc(C(F)(F)F)cc2Cl)CC1 (configuration not stated) | -2
CCC(C)(C)NC(=O)c1ccc2c(c1)N(CC(=O)OC)C(=O)C(C)(C)O2 | -4
O=C(Nc1ccccc1F)c1cc(S(=O)(=O)N2CCCCC2)cs1 | 1
COc1ccc(CN2CC(C(=O)NCc3cccc(OC)c3)CC2=O)cc1 (configuration not stated) | -2
CC1(C)COC(c2cccn2Cc2ccccc2Cl)=N1 | -4
Cc1ccc(S(=O)(=O)NCCCOC(=O)Nc2ccncc2)cc1 | 5
COC(=O)c1c(NC(=O)Cn2nc(C(F)F)cc2C(F)F)sc(C)c1C | -4
COc1ccc(Cn2nnnc2C(C(C)C)N(Cc2ccco2)Cc2cccs2)cc1 (configuration not stated) | -1
Cc1ccc(-c2nnc(N3CCN(C(=O)COc4ccccc4)CC3)c3ccccc23)cc1 | -5
CC1(C)NC(=O)NC2(C)NC(=O)NC(C)(C)C12 (configuration not stated) | -2
Cc1cc(C)n(-c2ccc(C(=O)Nc3nc4ccccc4s3)cc2)n1 | 1
CCOC(=O)c1[nH]c2ccc(C)cc2c1N | 5
COC(=O)C1CCN(C(=O)c2sc3nc(-c4ccc(F)cc4)cn3c2C)CC1 | -10
CC(=O)N(Cc1c(C#N)c2ccccc2n1C)c1ccccc1 | 22

Screening results: PubChem BioAssay, Broad Institute

Only part of the results is shown; rates above refer to the full screens.
